Compound activity from PubChem BioAssay.
GAA spleen mod = inhibits or activates alpha-glucosidase in human spleen homogenate; P10253; human spleen homogenate, 4-MU-alpha-glucoside fluorescence; Potency, µM (doses to about 79.9 µM), without a hit: at the top dose activity change, negative = inhibition, most hits filed as inhibitors; 0.006% of 240,000 active; AID 2112;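 note: 0% = enzyme with vehicle and -100% = no enzyme basal signal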
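Human spleen homogenate (1 ug) incubated with compounds and 1 mM 4-methylumbelliferyl-alpha-D-glucopyranoside in pH 5.0 citrate/phosphate buffer, 37 C, 40 min. Stopped at pH 10; 4-MU fluorescence (Ex 365/Em 440 nm); AC50 by Hill fit.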
Tau fibril FP = blocks human tau fibril formation measured by polarization; Potency, µM (doses to about 57.7 µM), without a hit: top-dose activity, negative = inhibition, most hits filed as inhibitors; 0.39% of 280,000 active; P10636; AID 1468; K18 P301L tau heparin fibrillization, Alexa594 FP, 6 h; note: % is set by controls: 0 for no effect and ±100 for the full control effect; nearly all actives have a fitted effect of over 55% in size
Target sequence (P10636 561-689 P618L limits assumed): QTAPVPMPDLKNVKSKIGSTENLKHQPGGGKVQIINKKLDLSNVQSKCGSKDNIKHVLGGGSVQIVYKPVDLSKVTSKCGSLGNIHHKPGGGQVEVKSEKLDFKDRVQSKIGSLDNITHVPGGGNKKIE
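Recombinant K18 P301L […], labeled with Alexa 594 at 0.24 uM over 15 uM unlabeled; heparin inducer 20 uM final; 37 C, 6 hr; FP endpoint.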
Tau ThT inhib = inhibitors of human tau fibril formation, thioflavin T binding | Potency, µM (titrated, usually from 57.4 µM), without a hit: top-dose activity, negative = inhibition, hits mostly inhibitors | 2.1% of 270,000 active | AID 1460 | P10636 | recombinant tau K18 P301L, heparin-induced fibrillization, ThT fluorescence; note: % is set by controls: 0 for no effect and ±100 for the full control effect; nearly all actives have a fitted effect of over 55% in size
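K18 P301L tau (15 uM + 0.24 uM Alexa 594-tagged), heparin 20 uM, NaOAc pH 7, 6 h 37 C; ThT 30 uM, 1 h RT, ex 450/em 510 nm.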
GAA inhib = alpha-glucosidase (human) inhibition; purified human GAA, 4-MU-alpha-glucoside fluorescence; Potency, µM (titrated, usually from 76.9 µM), without a hit: top-dose activity change, negative = inhibition, hits mostly inhibitors; 0.005% of 200,000 active;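 note: plate controls were uninhibited enzyme wells for no effect and no-enzyme background for full effect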
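Fluorogenic assay: 4 nM human alpha-glucosidase with 400 uM 4-methylumbelliferyl-alpha-D-pyranoside in 50 mM citrate/phosphate, 0.005% Tween-20, pH 5.0, 20 min at room temperature. Compounds tested up to 77 uM; AC50 from Hill fits.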
Tau fluor counter = counter-screen for tau fibril formation inhibitors; tau K18 P301L (four-repeat tau fragment) Alexa594 fluorescence, heparin fibrillization; Potency, µM (series often up to 57.7 µM), inactives show at the top dose activity change, negative = decrease; 0.93% of 280,000 active; AID 1463; note: % is set by controls: 0 for no effect and ±100 for the full control effect; nearly all actives have a fitted effect of over 55% in size
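Human K18 P301L tau (15 uM unlabeled plus 0.24 uM Alexa 594-labeled, final) in 100 mM sodium acetate pH 7 was mixed with compound and 20 uM heparin and incubated 6 hr at 37 C.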
HTT cytoprotect = cytoprotection in Huntington HTT-Q103 PC12 cell model; PC12 HTT-Q103 induced, cytoprotection, ATP luminescence, 40 h; Potency, µM (doses to about 56.4 µM), without a hit: cytoprotection (ATP increase), most hits filed as activators; 0.14% of 230,000 active; AID 1471;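 note: % of control where 0% means no effect; nearly all actives have a fitted effect of over 45% in size; toxic huntingtin expression switched on by the ecdysone agonist tebufenozide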
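Cells were plated at 1500 per well in phenol red-free DMEM with 5% equine and 5% calf serum. Tebufenozide (100 nM final) and compounds were added, then ATPlite reagent, and luminescence was read.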
GAA glycogen = GAA glycogen-cleavage inhibition or activation; P10253; recombinant GAA, glycogen substrate, Amplex Red glucose oxidase fluorescence; Potency, µM (series often up to 76.4 µM), for inactives: top-dose activity change, negative = inhibition, most hits filed as inhibitors; 0.38% of 300,000 active; AID 2100;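 note: 0% = full enzyme reaction and -100% = no-enzyme basal signal; the screen sought inhibitors and activators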
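Natural-substrate format: glycogen cleavage by 4 nM human enzyme, glucose read by Amplex Red coupling (Ex 573, Em 610 nm). Normalized to enzyme and no-enzyme controls.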
aGal spleen mod = alpha-galactosidase A (human) modulation. P06280. human spleen homogenate, 4MU-alpha-Gal fluorescence, 40 min. Potency, µM (top dose mostly 80 µM), without a hit: at the highest dose activity change, negative = inhibition, actives largely listed as inhibitors. 0.008% of 240,000 active. AID 2107;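 note: 0% = enzyme with vehicle and -100% = no enzyme basal signal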
Target sequence (P06280 32-429 limits assumed): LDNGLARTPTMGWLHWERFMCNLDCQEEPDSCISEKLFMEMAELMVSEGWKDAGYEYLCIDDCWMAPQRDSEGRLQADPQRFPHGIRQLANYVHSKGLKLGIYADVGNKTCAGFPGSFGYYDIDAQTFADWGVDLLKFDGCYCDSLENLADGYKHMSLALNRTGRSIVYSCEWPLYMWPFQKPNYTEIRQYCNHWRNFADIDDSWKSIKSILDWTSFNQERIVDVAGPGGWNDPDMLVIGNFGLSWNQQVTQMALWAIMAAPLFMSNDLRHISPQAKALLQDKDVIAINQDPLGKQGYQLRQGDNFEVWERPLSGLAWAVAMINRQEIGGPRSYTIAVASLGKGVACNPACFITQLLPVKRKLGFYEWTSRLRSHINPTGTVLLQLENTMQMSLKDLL
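qHTS titration in buffer at pH 5.0. Alpha-galactosidase activity in spleen homogenate was measured via 4-methylumbelliferone release from 1 mM fluorogenic substrate after 40 min at 37C and a pH 10 stop. AC50 came from Hill fits of control-normalized data.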
* = called active by the depositor; & = joins results of further samples; [ ] = another dose, or the depositor's remark. Calls come from the whole dose curve; as a rule, active = well fitted curve in the direction sought with a large enough effect; inconclusive = small, poorly fitted or top-dose-only effect, or another doubt; inactive = no such curve, though single readings can be large; an effect the other way counts as inactive or inconclusive. Potency is the fitted concentration of half-maximal effect.

The opening 3 compounds, to show the layout:
For COc1ccc(C)cc1N(C(=O)CNC(=O)c1ccco1)C(C(=O)NC1CCCC1)c1cccnc1 (stereo unspecified) the results were GAA spleen mod 6%, Tau fibril FP -6%, Tau ThT inhib -4%, GAA inhib 3%, Tau fluor counter -2%, HTT cytoprotect -2%[10 µM], GAA glycogen -2% and aGal spleen mod 10%.
For CN(C)S(=O)(=O)c1ccc(C(=O)OCCn2cnc3c2c(=O)n(C)c(=O)n3C)cc1 the results were GAA spleen mod -5%, Tau fibril FP 5%, Tau ThT inhib 0%, GAA inhib -1%, Tau fluor counter -3%, HTT cytoprotect -30%, GAA glycogen 5% and aGal spleen mod -4%.
COc1ccccc1/C=C/C(=O)OCC(=O)NCCC1=CCCCC1 was read as GAA spleen mod 1%, Tau fibril FP -6%, Tau ThT inhib -3%, GAA inhib -4%, Tau fluor counter -9%, HTT cytoprotect -20%, GAA glycogen -6% and aGal spleen mod 7%.

The whole of this part, from the start:
For COc1ccc(C)cc1N(C(=O)CNC(=O)c1ccco1)C(C(=O)NC1CCCC1)c1cccnc1 (stereo unspecified) the results were GAA spleen mod 6%, Tau fibril FP -6%, Tau ThT inhib -4%, GAA inhib 3%, Tau fluor counter -2%, HTT cytoprotect -2%[10 µM], GAA glycogen -2% and aGal spleen mod 10%.
For CN(C)S(=O)(=O)c1ccc(C(=O)OCCn2cnc3c2c(=O)n(C)c(=O)n3C)cc1 the results were GAA spleen mod -5%, Tau fibril FP 5%, Tau ThT inhib 0%, GAA inhib -1%, Tau fluor counter -3%, HTT cytoprotect -30%, GAA glycogen 5% and aGal spleen mod -4%.
COc1ccccc1/C=C/C(=O)OCC(=O)NCCC1=CCCCC1 was read as GAA spleen mod 1%, Tau fibril FP -6%, Tau ThT inhib -3%, GAA inhib -4%, Tau fluor counter -9%, HTT cytoprotect -20%, GAA glycogen -6% and aGal spleen mod 7%.
Screening Cc1cc(C)c(S(=O)(=O)Nc2ccc(O)c(Sc3ncn[nH]3)c2)c(C)c1 returned GAA spleen mod 0%, Tau fibril FP 9%, Tau ThT inhib -11%, GAA inhib -6%, Tau fluor counter -14%, GAA glycogen 13% and aGal spleen mod 3%.
Screening CC1(C)N=C(N)NC(Nc2ccccc2Cl)=N1 returned GAA spleen mod 1%, Tau fibril FP 5%, Tau ThT inhib -3%, GAA inhib 4%, Tau fluor counter -5%, HTT cytoprotect 1%[10 µM], GAA glycogen 4% and aGal spleen mod 1%.
`COc1ccc(-c2cc(C(F)F)n3ncc(C(=O)NCC4CCCO4)c3n2)cc1` (stereo unspecified) gave GAA spleen mod -4%, Tau fibril FP -6%, Tau ThT inhib -3%, GAA inhib inconclusive, Tau fluor counter 5%, HTT cytoprotect 13%[10 µM], GAA glycogen 1% and aGal spleen mod 7%.
For NC(=O)CSc1n[nH]c(-c2ccco2)n1 the results were GAA spleen mod 1%, Tau fibril FP 8%, Tau fluor counter 14%, HTT cytoprotect -10%[10 µM], GAA glycogen 9% and aGal spleen mod -7%.
CCCCC[C@H](O)/C=C/[C@H]1OC(=O)C[C@H](O)[C@@H]1C/C=C\CCCC(=O)O was read as GAA spleen mod 2%, Tau fibril FP 10%, Tau ThT inhib -8%, Tau fluor counter -11%, HTT cytoprotect 10% and aGal spleen mod 1%.
Screening Cn1nccc1C(=O)NC(=S)Nc1sc2c(c1C#N)CCCCC2 returned GAA spleen mod 3%, Tau fibril FP -5%, Tau ThT inhib -19%, GAA inhib 1%, Tau fluor counter -14%, HTT cytoprotect -27%, GAA glycogen 4% and aGal spleen mod 6%.
CCOc1cc(N(CC)CC)ccc1/C=C(/C#N)c1nc2ccccc2[nH]1 was read as GAA spleen mod -7%, Tau fibril FP 11%, Tau ThT inhib inconclusive, GAA inhib 1%, Tau fluor counter 10µM*[quencher], HTT cytoprotect -32%, GAA glycogen -3% and aGal spleen mod -8%.
CN1CCN(c2ccc(S(=O)(=O)N3CCCCC3)cc2[N+](=O)[O-])CC1 was read as Tau fibril FP -5%, Tau ThT inhib -9%, GAA inhib -1%, Tau fluor counter -7%, HTT cytoprotect -19%, GAA glycogen -14% and aGal spleen mod -5%.
`COc1ccc(Cl)cc1N1C(=N)SCC1=O` gave GAA spleen mod -1%, Tau fibril FP -13%, Tau ThT inhib -6%, GAA inhib inconclusive, Tau fluor counter -8%, HTT cytoprotect 11%[10 µM], GAA glycogen 10% and aGal spleen mod -1%.
Screening Cc1cccc(CCNC(=O)CN(C)S(=O)(=O)c2cnc[nH]2)c1 returned GAA spleen mod -3%, Tau fibril FP 2%, Tau ThT inhib -15%, GAA inhib 6%, Tau fluor counter -11%, HTT cytoprotect 12%[10 µM], GAA glycogen -5% and aGal spleen mod 7%.
CC(C)NCC(O)COc1cccc2ccccc12 (stereo unspecified) was read as GAA spleen mod 3%&-14%&-3%&9%&-1%&9%, Tau fibril FP -4%&6%&-8%&-7%&0%, Tau ThT inhib 2%&-2%&3%&-7%&-1%, Tau fluor counter -1%&1%&-3%&-14%&-3%, HTT cytoprotect -45%[inhibitor], GAA glycogen 9% and aGal spleen mod 4%&5%&3%&-13%&-5%&0%.
`C[N+](C)(C)C/C=C1/COCO1` gave GAA spleen mod 2%, Tau fibril FP 6%, Tau ThT inhib -7%, GAA inhib 2%, Tau fluor counter -1%, HTT cytoprotect 10%, GAA glycogen 13% and aGal spleen mod 4%.
`COc1cccc(N2CCN(C(=O)CCCn3c(=O)[nH]c4ccc(Br)cc4c3=O)CC2)c1` gave Tau fibril FP 2%, Tau ThT inhib inconclusive, Tau fluor counter inconclusive and GAA glycogen 5%[76.3 µM].
`CCOc1cccc(N2C(=O)CC(N3CCN(c4nc5ccccc5s4)CC3)C2=O)c1` (stereo unspecified) gave GAA spleen mod inconclusive, Tau fibril FP 7%, Tau ThT inhib inconclusive, GAA inhib -7%, Tau fluor counter -17%, HTT cytoprotect 2%, GAA glycogen -15% and aGal spleen mod -7%.
CC(C)Nc1nc2c(-c3cccc(Br)c3)nnn2c2ccccc12 was read as Tau fibril FP inconclusive, Tau ThT inhib -9%, Tau fluor counter -28% and GAA glycogen 4%[76.3 µM].
Screening Cc1ccccc1C(=O)Nc1c(C)nc(Nc2ccccc2)nc1Nc1ccccc1 returned Tau fibril FP -11%, Tau ThT inhib -17%, Tau fluor counter inconclusive and GAA glycogen 9%[76.3 µM].
Screening Cc1nn(CC(=O)Nc2ccc3c(c2)nc(CN2CCCCC2)n3C)c(=O)c2ccccc12 returned GAA spleen mod -13%, Tau fibril FP 10%, Tau ThT inhib -9%, GAA inhib -5%, Tau fluor counter 2%, HTT cytoprotect 11%[0.074 µM], GAA glycogen -12% and aGal spleen mod -5%.
c1ccc(CSCc2cn3ccsc3n2)cc1 was read as GAA spleen mod 6%, Tau fibril FP -4%, Tau ThT inhib -19%, GAA inhib -12%, Tau fluor counter -3%, HTT cytoprotect -11%[10 µM], GAA glycogen 8% and aGal spleen mod 6%.
Screening CCOc1ccccc1/C=N/NC(=O)c1cccc(S(=O)(=O)N2CCOCC2)c1 returned GAA spleen mod -1%, Tau fibril FP 1%, Tau ThT inhib -3%, GAA inhib -4%, Tau fluor counter -6%, HTT cytoprotect 2%[10 µM], GAA glycogen -17% and aGal spleen mod 9%.
CC1CCCCN1CC(O)COCCC12CC3CC(CC(C3)C1)C2 (stereo unspecified) was read as GAA spleen mod 5%, Tau fibril FP 6%, Tau ThT inhib -2%, GAA inhib -1%, Tau fluor counter -3%, HTT cytoprotect -34%[inhibitor], GAA glycogen 6% and aGal spleen mod 4%.
For O=C(NNC(=O)c1ccccc1O)c1ccco1 the results were GAA spleen mod -14%, Tau fibril FP 0%, Tau ThT inhib -1%, GAA inhib -9%, Tau fluor counter 1%, HTT cytoprotect -108%[inhibitor], GAA glycogen 3% and aGal spleen mod 4%.
`O=C(O)C1CCC(=O)N1C(=O)OCc1ccccc1` (stereo unspecified) gave GAA spleen mod 5%, Tau fibril FP -4%, Tau ThT inhib -8%, Tau fluor counter -11%, HTT cytoprotect 3%[10 µM], GAA glycogen 1% and aGal spleen mod 4%.
COc1cccc(CNCCc2c[nH]c3ccccc23)c1OCc1ccc(F)cc1 was read as GAA spleen mod 6%, Tau fibril FP inconclusive, Tau ThT inhib inconclusive, GAA inhib -3%, Tau fluor counter inconclusive, HTT cytoprotect -80%[inhibitor], GAA glycogen 1% and aGal spleen mod 1%.
`CC(C)CC(=O)Nc1cccc(C(C)O)c1` (stereo unspecified) gave GAA spleen mod 3%, Tau fibril FP 11%, Tau ThT inhib 0%, GAA inhib 3%, Tau fluor counter 2%, GAA glycogen 14% and aGal spleen mod -3%.
O=C(CCc1nnc(Cc2c[nH]c3ccccc23)o1)NC1CCCC1 was read as GAA spleen mod -7%, Tau fibril FP -5%, Tau ThT inhib -10%, GAA inhib 9%, Tau fluor counter -11%, HTT cytoprotect 4%[10 µM], GAA glycogen -1% and aGal spleen mod 6%.
For Cc1ccc(Cl)cc1NC(=O)CN1C(=O)COc2ccc(S(=O)(=O)N3CCCCCC3)cc21 the results were Tau fibril FP inconclusive, Tau ThT inhib 1%, Tau fluor counter -28% and GAA glycogen 2%[76.3 µM].
Screening COC(=O)c1ccc(C2Nc3ccc(/C(C)=N/NC(=O)C(OC)c4ccccc4)cc3C3C=CCC32)cc1 (stereo unspecified) returned GAA spleen mod -3%, Tau fibril FP -6%, Tau ThT inhib inconclusive, GAA inhib -7%, Tau fluor counter -24%, HTT cytoprotect -22%, GAA glycogen 0% and aGal spleen mod 1%.
CCN1CCN(C(=O)Cn2c(=O)sc3ccccc32)CC1 was read as GAA spleen mod 1%, Tau fibril FP -1%, Tau ThT inhib -2%, GAA inhib inconclusive, Tau fluor counter 2%, HTT cytoprotect -5%, GAA glycogen -7% and aGal spleen mod 0%.
For O=C(NC1CCCC1)c1ccccc1OCc1ccccc1 the results were GAA spleen mod 0%, Tau fibril FP -2%, Tau ThT inhib -12%, GAA inhib -7%, Tau fluor counter -8%, HTT cytoprotect 21%[10 µM], GAA glycogen -3% and aGal spleen mod 7%.
